Autofluor 339: intrinsic fluorescence of library compounds, ex339/em460 – biochemical, MLSMR library, data from DPM-DC assay, artefact control, profiling panel; compound autofluorescence, ex339/em460 nm, NADH buffer; hits give high values; 1 = no-compound wells, NADH background; AID 709; fluorescence fold increase at 10 µM; 65,000 tested, 5.5% active;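 active = at 10 µM, mean starting fluorescence two-fold or more over control wells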;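 note: signal is the first read of a kinetic run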
Abs 340nm: compounds absorbing at 340 nm; fold change at 10 µM; AID 708; compound absorbance at 340 nm, fold over control; 65,000 tested, under 10 active;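 active = at 10 µM dose, initial 340 nm absorbance at least 2 fold that of control wells; inactive = change under 2 fold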;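 note: initial absorbance extrapolated from kinetic A340 decline of NADH oxidation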
ROCK2 inh: blocks human Rho kinase 2 activity. O75116. purified ROCK2, Kinase-Glo ATP depletion luminescence. inhibition, % at 6 µM. 60,000 tested, 0.35% active. AID 604;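 active = inhibition above the screen-wide mean inhibition plus 3 SD, cut at about 18% in these data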;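 note: plate controls were DMSO wells for no effect and Y-27632 control wells after no-enzyme background subtraction for full effect; many of its hits are not listed in these tables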
PKA kinase inh: inhibitors of human protein kinase A; inhibition, % at 6 µM; PKA Kemptide phosphorylation, Kinase-Glo ATP luminescence; P17612; 65,000 tested, 0.1% active;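 active = inhibition above the screen-wide mean inhibition plus 3 SD, cut at about 21% in these data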; note: many of its hits are not listed in these tables
NADH enzymes: inhibition of NAD/NADH coupling enzymes, library profiling. coupled PK/LDH NADH assays, four targets. IC50, µM (titrated, usually from 10 µM), without a hit: at the highest dose inhibition. 65,000 tested, 0.02% active. AID 774;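 active = single-dose screening hits from any of four coupled enzyme assays that gave an IC50 when retested across doses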;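 note: the DPM-DC format reads NADH fluorescence rather than 340 nm absorbance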
tolC growth inh: growth inhibitors of E. coli BW25113 tolC mutant. OD615. growth inhibition, % at 10 µM (by protocol). 65,000 tested, 2.2% active. AID 573;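 active = growth inhibition at or above a cutoff equal to the mean over every tested compound plus 3 SD, cut at about 60% in these data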;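 note: growth measured after 20 h incubation at 37 °C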
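test system = E. coli BW25113 ΔtolC::kan bacteria | medium = LB with kanamycin 50 µg/mL | signal = OD at 615 nm | schedule = 37 °C, 20 h exposure | evaluation = % inhibition of E. coli growth | compound dosing = one dose of 10 µM final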
MMP13 inh: inhibitors of human MMP13. 65,000 tested, 0.07% active. inhibition, % at 4 µM. P45452. AID 570. MMP-13 fTHP FRET cleavage, Mca fluorescence;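 active = inhibition above the mean of compound-free control plate wells plus 3 SD, cut at about 14% in these data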;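 note: 0% = DMSO wells and 100% = wells with reference MMP-13 inhibitor after basal subtraction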
HEK293 NFkB inh: inhibitors of the PMA/ionomycin-induced NF-kB reporter in HEK293 cells; HEK-293 NF-kB luciferase reporter, luminescence; inhibition, % at 3 µM; 62,000 tested, 0.21% active;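 active = inhibition above the mean of all tested compounds plus 3 SD, cut at about 40% in these data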;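 note: 0% = stimulated DMSO wells and 100% = 10 µM reference inhibitor 5653914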
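Timing: 1 h pretreatment, 16 h stimulation, 37 °C; system: HEK-293 cells with stable firefly luciferase reporter driven by four HIV NF-kB elements; doses: 3 µM once, 0.30% DMSO; measured by: luciferase luminescence; control set: DMSO and 10 µM reference inhibitor; repeats: single test; reagent: PMA plus ionomycin mix as NF-kB-activating stimulus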
JNK3 blocker: inhibitors of human JNK3 kinase. purified JNK3 kinase activity, HTS. inhibition, % at 8 µM. 60,000 tested, 0.61% active. AID 746; in the data active = inhibition above about 17%;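 note: 0% = DMSO and 100% = reference inhibitor; many of its hits are not listed in these tables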
Target sequence (P53779 whole entry, looked up): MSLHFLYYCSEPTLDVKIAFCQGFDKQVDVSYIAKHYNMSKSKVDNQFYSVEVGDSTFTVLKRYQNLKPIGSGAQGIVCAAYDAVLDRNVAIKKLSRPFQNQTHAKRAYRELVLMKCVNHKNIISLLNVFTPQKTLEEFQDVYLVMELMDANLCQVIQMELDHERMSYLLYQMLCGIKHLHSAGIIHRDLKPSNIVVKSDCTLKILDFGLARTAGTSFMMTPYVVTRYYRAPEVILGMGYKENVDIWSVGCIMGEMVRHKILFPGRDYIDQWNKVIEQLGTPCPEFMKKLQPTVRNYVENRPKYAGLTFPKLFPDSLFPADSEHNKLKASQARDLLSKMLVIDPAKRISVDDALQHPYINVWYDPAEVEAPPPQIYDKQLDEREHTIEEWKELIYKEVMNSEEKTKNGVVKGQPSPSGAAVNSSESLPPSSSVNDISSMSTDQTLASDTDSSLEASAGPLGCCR
Numbers without * were called inactive; nt = not tested or not shown; [ ] = dose if it differs, or a comment. These rows are one share of the data (hit frequency here may not be typical).

SMILES	Autofluor 339	Abs 340nm	ROCK2 inh	PKA kinase inh	NADH enzymes	tolC growth inh	MMP13 inh	HEK293 NFkB inh	JNK3 blocker
CCOc1cccc2cc(C(=O)NCc3cccnc3)c(=O)oc12	1.4	1.1	7	7	6%	-8	-4	-1	-6
Cc1cccc2cc(C(c3nnnn3CC3CCCO3)N3CCOCC3)c(=O)[nH]c12 (stereo unspecified)	1.4	1.1	-1	-6	3%	18	-2	6	-4
O=C(CSc1ccc2nnc(-c3ccc(F)cc3)n2n1)N1CCOCC1	1.6	1.1	3	9	13%	1	-10	3	0
CCOC(=O)c1cccc(N2C(=O)c3ccccc3S2(=O)=O)c1	1.1	1	7	10	7%	16	6	14	5
CC(=O)c1c(C)nn(CC(O)Cn2c3c(c4cc(C)ccc42)CCCC3=O)c1C (stereo unspecified)	5.2*	1.1	4	12	8%[fluoresces]	9	-39	0	-4
Cc1c(N2C(=O)c3ccc4c5c(ccc(c35)C2=O)CC4)c(=O)n(-c2ccccc2)n1C	1.5	1.1	4	8	12%	-7	-15	9	1
O=C(CN(Cc1ccco1)C(=O)c1cc(=O)[nH]c2ccccc12)Nc1ccccc1C(F)(F)F	1.5	1.1	-2	3	4%	10	-2	8	-2
COC(=O)Cn1cnc2c(nnn2-c2ccc(C)cc2)c1=O	1	0.99	5	7	2%	-4	-1	6	5
CCCCOC(=O)Nc1ccc(C(=O)OCCC)cc1	1.1	1	0	-4	2%	67*	0	4	-1
N#Cc1nc(COc2ccc(Cl)cc2)oc1N1CCCC1	1	0.98	0	-3	7%	8	-3	22	8
Cc1ccccc1OCC(=O)N(Cc1ccc(N(C)C)cc1)C1CCS(=O)(=O)C1 (stereo unspecified)	1.1	1	2	5	1%	9	-1	7	4
O=c1ccc2cc(S(=O)(=O)Nc3ccc(F)cc3)ccc2o1	1.1	1	7	4	7%	12	0	0	-1
C=CCN1C(=O)/C(=N/n2cnnc2)c2ccccc21	1.1	1.1	nt	6	4%	-12	0	2	nt
N#Cc1nc(-c2ccc(OCc3ccc(Cl)cc3)cc2)oc1N1CCOCC1	1.9	1.1	-4	8	7%	-4	-2	4	4
COc1ccc(-n2ncc3c(NCCCn4ccnc4)ncnc32)cc1	1.1	0.96	10	6	4%	0	-22	nt	1
Cc1nc(SCC(=O)c2ccccc2)c(C#N)c(-c2ccco2)c1C(=O)NCc1ccco1	1.1	1.1	3	-3	1%	12	0	nt	12
CC(=O)NC1CC2CCCC(C1)N2CC(=O)NCc1ccc(F)cc1 (stereo unspecified)	1	1	nt	3	5%	-22	3	14	nt
O=C(CN1C(=O)CC(c2ccco2)Sc2ccccc21)Nc1ccc2c(c1)OCCO2 (stereo unspecified)	1.1	1	4	7	2%	26	5	11	-7
CCCSc1nnc2n(-c3ccccc3OC)c(=O)c3c4c(sc3n12)CCC4	1.1	1	3	6	1%	0	1	nt	1
COc1cccc(NC(=O)CSc2nnc(-c3cccs3)n2C)c1	0.99	0.99	-2	-5	2%	-6	3	-3	-7
O=C(c1ccccc1)N1CCN(c2ccc(Cl)cc2)CC1	1.1	1	7	5	5%	9	0	16	-3
Clc1ccc(Cn2ncc3c(N4CCCCC4)ncnc32)c(Cl)c1	1.1	1	5	2	4%	73*	4	0	-7
CCn1c(=O)cc(OCC(=O)NCc2ccco2)c2ccccc21	1.1	0.98	8	9	7%	6	0	18	-3
Cn1c(=O)c2c(nc(CN3CCN(Cc4ccccc4)CC3)n2Cc2ccc(Cl)cc2)n(C)c1=O	1.1	1.1	0	4	3%	4	0	28	-5
COc1cc(-c2noc(-c3cccc(Cl)c3)n2)cc(OC)c1OC	1.1	1	7	14	2%	-10	5	13	-3
O=C(O)C1CCCCC1C(=O)Nc1ccc(Cl)cc1 (stereo unspecified)	1.1	1	-5	-3	12%	2	2	5	4
Nc1nnnn1/N=C/c1ccccc1OCc1ccc(Cl)cc1Cl	1.2	1.1	2	5	7%	-7	6	10	4
Cn1c(NC(=O)c2ccc(Cl)cc2Cl)cc(=O)n(C)c1=O	1.1	1.1	-12	1	2%	6	0	5	8
C=CCOc1c(OC)cc(Cl)cc1C1NC(=O)NC(C)=C1C(C)=O (stereo unspecified)	1.1	1	-9	-6	3%	13	5	14	-10
COc1cc(-n2c(C)nc3cc(C(=O)NCc4ccco4)ccc32)cc(OC)c1OC	1.1	1	3	5	6%	3	3	3	6
O=C(Nc1nc2ccccc2[nH]1)C1CC(=O)N(c2ccc3c(c2)OCCO3)C1 (stereo unspecified)	1.1	1	0	2	5%	1	5	14	1
COc1ccccc1C(=O)N(Cc1cccs1)C1CCS(=O)(=O)C1 (stereo unspecified)	1.1	1.1	-10	0	2%	-12	0	13	-2
Cc1c(Nc2cc(=O)oc3ccccc23)c(=O)n(-c2ccccc2)n1C	1.1	1.1	2	-1	8%	-1	1	6	2
O=C(O)c1cc2cc(OCc3ccccc3)ccc2[nH]1	2	0.99	8	7	8%	17	-58	6	3
c1ccc(CNCCN2CCNCC2)nc1	1.1	0.96	5	9	0%	-4	0	24	-3
CCN(CC)C(=O)COc1cccc2ccccc12	1.2	1	2	0	8%	-7	-3	21	-6

Autofluor 339: entries above that show a hit.
SMILES | Autofluor 339 | Abs 340nm | ROCK2 inh | PKA kinase inh | NADH enzymes | MMP13 inh | HEK293 NFkB inh | JNK3 blocker
CC(=O)c1c(C)nn(CC(O)Cn2c3c(c4cc(C)ccc42)CCCC3=O)c1C (stereo unspecified) | 5.2* | 1.1 | 4 | 12 | 8%[fluoresces] | -39 | 0 | -4

(cont.)
SMILES	Autofluor 339	Abs 340nm	ROCK2 inh	PKA kinase inh	NADH enzymes	tolC growth inh	MMP13 inh	HEK293 NFkB inh	JNK3 blocker
CC(C(=O)Nc1cc(C(F)(F)F)ccc1N1CCOCC1)N1C(=O)C2CC=CCC2C1=O (stereo unspecified)	1.1	0.99	3	5	11%	-16	-1	7	0
COCCNC(=O)c1c(N)n(/N=C/c2cccs2)c2nc3ccccc3nc12	2.5*	1.1	-10	0	2%[fluoresces]	19	-193	nt	-7
CCCc1cc(=O)[nH]c(SCC(=O)Nc2nonc2N)n1	1.1	1	3	6	5%	-4	3	5	4
O=C(NC1c2ccccc2-c2ccccc21)N1CCOCC1	1.1	1.1	2	1	1%	-20	-1	39	-1
O=C(O)c1cccc(NC(=O)c2cccc(NC(=O)C3CCCO3)c2)c1 (stereo unspecified)	1.1	0.99	8	10	12%	-13	-6	25	7
COc1ccc2c(c1)C=CC1(O2)N(CCO)c2ccccc2C1(C)C (stereo unspecified)	1.1	1.1	-6	-5	4%	21	-1	8	-1
Fc1cccc2sc(Nc3nnc(-c4ccco4)o3)nc12	1.9	1.1	-3	-3	8%	99*	-41[fluorescence artefact?]	-30	-5
COc1ccc(S(=O)(=O)N(C)c2ccc(C(=O)N3CCOCC3)cc2)cc1OC	1.1	1	2	4	6%	-10	2	4	7
CCCCN(CC)CCNc1c(N2CCN(C(=O)OCC)CC2)c(=O)c1=O	1.2	1	1	2	6%	-10	4	5	4
Cc1cccc(-n2nc3c(c2NC(=O)c2ccc(S(=O)(=O)N4CCOCC4)cc2)CSC3)c1C	1.1	0.99	nt	-1	6%	-17	-3	22	nt
COc1ccccc1CNC(=O)[C@@H]1CCCN1C(=O)C1CCN(S(=O)(=O)c2ccc(C)cc2)CC1	1.1	1	-1	-7	6%	-6	3	6	-6
CCOc1ccc(N2CC(C(=O)Nc3ccccc3OC)CC2=O)cc1 (stereo unspecified)	1.1	1	1	5	2%	-4	1	-6	2
O=C(Cn1nc(-c2ccccc2)c2ccccc2c1=O)Nc1ccc2c(c1)nc1n2CCOC1	1.1	1	5	5	1%	-14	-5	11	7
CCCCCn1c(SCC(=O)OCC)nc2cc(C(=O)NCc3ccco3)ccc2c1=O	1.1	1	nt	-4	5%	-1	1	17	nt
COc1ccc(C2OC(=O)CC2C(=O)NC2CCCCCC2)cc1OC (stereo unspecified)	1	0.98	nt	4	4%	-8	-5	8	nt
CN1C(=O)c2ccc(N3CCCC3)cc2C1=O	1.3	1.1	8	11	9%	9	0	13	3
N#Cc1c(SCC(=O)N2CCOCC2)nsc1SCC(=O)N1CCOCC1	1	0.98	4	4	3%	-1	-2	11	6
Cn1c(CCN2CCCCCC2)nc2cc(NC(=O)Nc3ccccc3)ccc21	1.2	0.98	1	1	5%	2	2	0	-5
COc1ccc(C2c3sc(=O)[nH]c3SC3C4CCC(C4)C23)cc1 (stereo unspecified)	1	0.98	9	3	7%	100*	-4	10	4
CC(=O)C1C(=O)CC(C)(O)C(C(C)=O)C1c1ccc(N(C)C)cc1 (stereo unspecified)	1.1	1	2	10	3%	2	2	16	4
O=C(Cn1c(=O)sc2ccccc21)NCCOc1ccccc1F	1	0.98	nt	1	3%	3	-1	19	nt
CCN(CC)C(C(=O)Nc1ccc2c(c1)OCO2)c1ccccc1 (stereo unspecified)	1.1	1	4	10	4%	3	10	18	-3
CCCCOC(=O)C1=C(C)Nc2nnnn2C1c1ccc(OC)c(OC)c1OC (stereo unspecified)	1.2	0.98	4	6	4%	23	-2	-4	7
O=C(NC12CC3CC(CC(C3)C1)C2)c1ccc(S(=O)(=O)N2CCOCC2)cc1	1.1	1.1	nt	10	2%	-3	10	7	nt

Quoted at random: 5 compounds from above, in no set order.
SMILES	Autofluor 339	Abs 340nm	ROCK2 inh	PKA kinase inh	NADH enzymes	tolC growth inh	MMP13 inh	HEK293 NFkB inh	JNK3 blocker
O=C(NC12CC3CC(CC(C3)C1)C2)c1ccc(S(=O)(=O)N2CCOCC2)cc1	1.1	1.1	nt	10	2%	-3	10	7	nt
CN1C(=O)c2ccc(N3CCCC3)cc2C1=O	1.3	1.1	8	11	9%	9	0	13	3
O=C(Cn1c(=O)sc2ccccc21)NCCOc1ccccc1F	1	0.98	nt	1	3%	3	-1	19	nt
Cn1c(CCN2CCCCCC2)nc2cc(NC(=O)Nc3ccccc3)ccc21	1.2	0.98	1	1	5%	2	2	0	-5
COc1ccc(C2c3sc(=O)[nH]c3SC3C4CCC(C4)C23)cc1 (stereo unspecified)	1	0.98	9	3	7%	100*	-4	10	4

3 entries out of the list above, arranged by the value under Autofluor 339, smallest number first:
Compound | Autofluor 339
COc1ccc(C2OC(=O)CC2C(=O)NC2CCCCCC2)cc1OC (stereo unspecified) | 1
O=C(NC12CC3CC(CC(C3)C1)C2)c1ccc(S(=O)(=O)N2CCOCC2)cc1 | 1.1
CN1C(=O)c2ccc(N3CCCC3)cc2C1=O | 1.3
